Growth percent in the NCI-60 one-dose screen (48 h, 10 µM unless noted): 100 = growth as untreated, 0 = no growth, -100 = all killed.
SK-MEL-5: SK-MEL-5 melanoma. 6.4% of 80,000 active. AID 1794755
M14: M14 melanoma. 6.2% of 80,000 active
MALME-3M: MALME-3M melanoma; 5.8% of 78,000 active
UACC-257: UACC-257 melanoma; 4.4% of 78,000 active; AID 1794764
MDA-MB-435: MDA-MB-435 melanoma. 7.8% of 82,000 active. AID 1794794
SK-MEL-2: SK-MEL-2 melanoma; AID 1794763; 4.7% of 77,000 active
SK-MEL-28: SK-MEL-28 melanoma | 4.1% of 81,000 active
UACC-62: UACC-62 melanoma. 5.4% of 81,000 active
Numbers without * were called inactive; . = not tested or not shown; & = joins results of further samples. The calls were made as follows: active = growth percent below 10; inactive = the rest.

Values run as follows: UACC-257	SK-MEL-5	SK-MEL-2	UACC-62	MALME-3M	M14	MDA-MB-435	SK-MEL-28
1) O=C(NOC1OC(CO)C(O)C(O)C1O)Nc1ccc([N+](=O)[O-])cc1 (centres undefined)
  .	105	97	95	113	108	105	110
2) O=C1NC(C(=O)NCc2ccc(Cl)cc2Cl)CO1 (centres undefined)
  82	.	107	.	96	104	110	.
3) CCOC(=O)C1[C@@H]2C(=O)N(Cc3ccc4c(c3)OCO4)C(=O)[C@@H]2[C@H](c2cn(-c3ccccc3)nc2-c2ccccc2)N1Cc1ccccc1 (some centres undefined)
  89	99	103	91	115	105	93	105
4) COc1cc2c(c(OC)c1OC)COC2=O
  120	103	97	110	.	112	110	105
5) COc1cc(-c2nc(-c3nc4ccc(Cl)cc4[nH]3)cc3c2[nH]c2ccccc23)cc(OC)c1OC
  100	.	62	34	93	72	76	100
6) Cc1ccccc1C(OCCN(C)C)c1ccccc1 (centres undefined)
  110&106	97&94	111&117	104&106	101&101	88&89	96&98	103&108
7) Cc1ccccc1N=NN(C)C
  91	100	82	83	108	106	110	108
8) O=S(=O)(OCCCOS(=O)(=O)c1ccc(F)cc1)c1ccc(F)cc1
  92	90	72	94	86	63	98	99
9) CC(=O)n1nc(-c2ccc(C)cc2)cc1-c1ccccn1
  108	100	125	106	115	110	98	126
10) CC(=O)NCc1ccccc1
  99	108	.	101	119	101	104	112

Values run as follows: UACC-257	SK-MEL-5	SK-MEL-2	UACC-62	MALME-3M	M14	MDA-MB-435	SK-MEL-28
11) c1ccc2cc(-c3n(Cc4ccc5ccccc5n4)c4ccccc4[n+]3Cc3ccc4ccccc4n3)ccc2c1
  -14*	-96*	-43*	-61*	-33*	-8.8*	-36*	-24*
12) CCOC(=O)c1nn(-c2ccccc2)cc1C(=O)c1cc2cc(Br)ccc2oc1=O
  100	95	88	73	113	109	94	101
13) Cc1cccc(OCC(O)CN2CCOCC2)c1 (centres undefined)
  100	.	118	106	110	104	107	125
14) Nc1nnc(CSc2nc3ccccc3c(=O)n2CCc2ccccn2)s1
  103	101	98	97	109	104	101	104
15) Cc1ccc(NC(=O)C2=NCCCCN2)cc1
  98	99	108	99	95	106	103	104
16) CNC(=O)c1cc(-n2ccc3cc(NC(=O)Nc4ccc(Cl)c(Cl)c4)ccc32)ccn1
  84	49	95	81	72	83	83	90
17) Cn1c(=O)c2c(nc(N/N=C/c3ccccc3Br)n2C)n(C)c1=O
  106	90	85	85	89	102	94	102
18) Cn1c(=O)c2c(ncn2CCC(=O)Nc2ccccc2)n(C)c1=O
  .	108	105	.	97	94	108	111
19) COc1cc(C(=O)/C=C/c2c(-c3ccc(F)cc3)nc3sccn23)cc(OC)c1OC
  40	-50*	10	23	34	35	-73*	52
20) Cc1ccc2nc(NC(=O)CSc3nc(-c4cccnc4)c(C#N)c(=O)[nH]3)sc2c1
  112	106	104	94	104	103	106	106

Values run as follows: UACC-257	SK-MEL-5	SK-MEL-2	UACC-62	MALME-3M	M14	MDA-MB-435	SK-MEL-28
21) Cc1cc(C)c(N2C(=O)CC(Nc3cccc(Cl)c3Cl)C2=O)c(C)c1 (centres undefined)
  95	100	105	95	92	96	106	103
22) C[N+](C)(C)CCCCCC[N+](C)(C)C
  97	103	92&105	110&99	104&97	100&101	104&108	108&109
23) COc1cc(NCC(=O)Nc2cc(Nc3ccccc3F)ncn2)c(Cl)c(OC)c1Cl
  97	93	99	89	86	88	112	109
24) CCCCC(=O)OC(C)COc1ccccc1Cl (centres undefined)
  70	93	79	.	99	92	104	105
25) O=C1CSC(c2ccccc2Cl)N1c1nnc(-c2ccncc2)o1 (centres undefined)
  98	.	101	92	120	97	100	101
26) N[C@@H](Cc1cn(-c2ccccc2O)nn1)C(=O)O
  97	101	102	98	102	99	101	99
27) Cc1cc(OCc2ccc(C(F)(F)F)cc2)c2c(c1)C(=O)C=C(NCCN1CCCC1)C2=O
  -92*	-36*	.	87	-45*	-85*	-24*	-84*
28) CCc1onc(-c2noc(CC)c2C)c1C
  105	102	119	98	105	104	106	105
29) COc1ccc(C2NC(=O)C(Cl)c3c2sc2c(F)cccc32)cc1 (centres undefined)
  107	100	118	91	89	96	66	95
30) Oc1ccccc1CN1CCOCC1
  100	100	109	96	106	107	104	110

Values run as follows: UACC-257	SK-MEL-5	SK-MEL-2	UACC-62	MALME-3M	M14	MDA-MB-435	SK-MEL-28
31) COCC(Cl)/C(N)=N\S(=O)(=O)c1ccc(Cl)cc1 (centres undefined)
  110	95	129	87	95	98	106	114
32) CC(C)(C)c1cccc(C(=O)O)c1
  79	98	87	93	97	102	109	107
33) CCc1ccc(NC(=O)CSc2nnc(Cc3ccccc3Nc3c(Cl)cccc3Cl)o2)cc1
  104	99	104	97	102	104	103	105
34) CSc1nc2nc(Cl)c(Cl)nc2[nH]1
  96	94	109	93	91	105	104	107
35) C=C(C)CSc1ncnc2nc[nH]c12
  .	104	100	111	93	79	90	141
36) NS(=O)(=O)c1cccc(Nc2nc(SCC(=O)c3ccc(Br)cc3)nc3c2CCCC3)c1
  98	88	103	90	68	97	85	96
37) CSc1nn(-c2ccccc2)c2ncnc(Oc3ccccc3C)c12
  109	94	82	96	76	92	44	101
38) N#C/C(=C\n1ccc(=O)[nH]c1=S)c1nc2ccccc2s1
  105	102	100	100	.	97	102	104
39) Sc1ccc2ccccc2c1
  104	107	98	98	128	.	108	105
40) N#Cc1c(N)n(-c2ccc(OC(F)(F)F)cc2)c2cc(F)ccc12
  103	77	111	56	79	100	97	84

2 of the compounds above, with each value named.
[35] C=C(C)CSc1ncnc2nc[nH]c12
  UACC-257: .; SK-MEL-5: 104; SK-MEL-2: 100; UACC-62: 111; MALME-3M: 93; M14: 79; MDA-MB-435: 90; SK-MEL-28: 141
[18] Cn1c(=O)c2c(ncn2CCC(=O)Nc2ccccc2)n(C)c1=O
  UACC-257: .; SK-MEL-5: 108; SK-MEL-2: 105; UACC-62: .; MALME-3M: 97; M14: 94; MDA-MB-435: 108; SK-MEL-28: 111

Next part:
Values run as follows: UACC-257	SK-MEL-5	SK-MEL-2	UACC-62	MALME-3M	M14	MDA-MB-435	SK-MEL-28
41) CC(=O)OC[C@]12CCC(C)(C)C[C@H]1[C@@]1(O)[C@H](O)C[C@@H]3[C@@]4(C)CCCNC(C)(C)[C@@H]4CC[C@@]3(C)[C@]1(C)CC2
  101	100	112	105	106	92	109	108
42) COc1cc(C)c(OC)c2c1OCO2
  98	105	115	109	97	107	112	111
43) CCCCCN(CCCCC)C(=O)CCC
  107	94	105	105	113	101	101	113
44) COc1cccc(-c2nc(-c3ccc(NS(=O)(=O)c4ccccc4)cc3)[nH]c2-c2ccnc(Br)c2)c1
  49	42	10	15	40	27	.	26
45) O=[N+]([O-])c1ccc(CC2=NCCc3cc4c(cc32)OCO4)cc1
  102	98	107	94	102	98	98	109
46) CC(C)(S)[C@H](N)C(=O)O
  106	107	110	.	124	101	109	116
47) O=S(Nc1ccccc1)c1ccc(-c2ccccc2)cc1 (centres undefined)
  78	96	85	86	105	106	95	108
48) CN(Cc1cccc(C(F)(F)F)c1)C(=O)[C@@H](CC(=O)N1CCC(N2CCCCC2)CC1)N1C(=O)[C@@H](N2C(=O)OC[C@@H]2c2ccccc2)[C@H]1/C=C/c1ccccc1
  89	34	100	96	97	99	73	93
49) CCCCC(C#N)c1ccccn1 (centres undefined)
  95	100	101	92	101	99	92	104
50) CC(C)(C)c1cc(C2OC(N)=C(O)C2=O)cc(C(C)(C)C)c1O (centres undefined)
  94	85	99	78	89	103	99	102

Values run as follows: UACC-257	SK-MEL-5	SK-MEL-2	UACC-62	MALME-3M	M14	MDA-MB-435	SK-MEL-28
51) CCC(C(N)=O)C(N)=O
  104	110	116	95	109	112	.	115
52) O=C(O)c1cnnc2ccccc12
  104	115	99	96	.	107	121	109
53) CCCCCCCCCCCCCCCCCCNC(=S)N/N=C/c1cc(Br)ccc1O
  100	91	108	90	90	97	98	97
54) Cc1nccnc1N1CCCCC1
  111&93	103&97	90&103	92&95	94&109	105&108	109&101	113&96
55) CCc1cccc(CC)c1NC(=S)N/C=C(\C#N)S(=O)(=O)c1ccc(C)cc1
  93	99	105	99	.	95	101	108
56) COc1ccc(C(=S)N2CCN(c3ccccc3)CC2)cc1OC
  110	104	101	100	128	110	115	106
57) COc1ncc(-c2ccc3ncnc(Nc4cccc(Cl)c4)c3c2)cc1NS(C)(=O)=O
  .	23	32	19	-2.7*	47	42	.
58) COc1cc(/C=C/C(=O)c2cccc(-n3cc(-c4ccccc4)[nH]c3=O)c2)ccc1O
  69	68	57	70	91	85	59	70
59) O=S(=O)(Cc1ccccc1)CS(=O)(=O)Cc1ccccc1
  107	109	104	93	120	103	112	111
60) CCOC(=O)C(C(=O)OCC)(c1ccccc1)C1CCCCCC1
  123	93	105	89	.	105	117	111

Values run as follows: UACC-257	SK-MEL-5	SK-MEL-2	UACC-62	MALME-3M	M14	MDA-MB-435	SK-MEL-28
61) O=C(c1ccccc1)c1c(/C=C/c2ccc(Br)cc2)nc2ccccc2c1/C=C/c1ccccc1
  89	100	102	93	100	101	101	101
62) CO[C@H]1CC[C@H](C)[C@@H]([C@@H](C)[C@@H](O)[C@@H](C)[C@@H](O)[C@@H](C)COC(=O)c2ccc(Br)cc2)O1
  93	100	.	102	102	108	107	103
63) N#Cc1ccc(-c2cc3cnc4ccccc4c3oc2=O)cc1
  105	104	112	97	104	103	106	105
64) Cc1cc(N/N=C/c2nc(-c3ccc(Br)cc3)oc2C)c2cc(Br)ccc2n1
  96	93	99	74	17	57	-11*	25
65) CC(C(=O)c1ccccc1)C(=O)C(F)(F)F (centres undefined)
  99	96	108	99	109	99	111	113
66) CCc1ccc2c(c1)CCC2
  88	113	113	103	106	110	102	107
67) CCOC(=O)c1nn(C2CCCCO2)c2ccc(NC(=O)CSc3nc(C)cc(C)n3)cc12 (centres undefined)
  97	100	107	92	105	103	106	103
68) CN1CC[C@]23C1=NCC[C@@]21C(=Nc2c(Cl)cc(Cl)cc21)Nc1cc(Br)ccc13
  109	97	103	98	104	94	102	115
69) Cc1ccc(NC(=O)N[C@@H](Cc2cc(F)cc(F)c2)C(=O)NC2C(=O)N3CCC[C@H]3C(=O)N3CCCC[C@H]3C(=O)N[C@@H](C)C(=O)N3C[C@H](C)C[C@H]3C(=O)O[C@H]2C)c(F)c1 (some centres undefined)
  17	2.3*	.	30	44	23	21	44
70) CC(C)(C)c1nn(-c2ccccc2)c2c1COCN2Cc1ccc(Cl)cc1
  114	82	94	73	90	92	100	100

Values run as follows: UACC-257	SK-MEL-5	SK-MEL-2	UACC-62	MALME-3M	M14	MDA-MB-435	SK-MEL-28
71) CC(C)(C)OC[C@@H]1N=C(c2ccc(Br)cc2)Nc2nc3ccccn3c2C1=O
  62	38	49	54	51	46	-14*	69
72) COc1ccc(/C=N/c2cc(C(C)(C)C)nn2-c2ccccc2)cc1
  97	98	124	87	121	115	95	111
73) N#CCc1nn2c(CCC(=O)c3nc4ncccc4[nH]3)nnc2s1
  106	.	100	87	95	97	102	107
74) Cc1c(N)cccc1Cl
  100	99	111	87	103	97	115	168
75) COc1ccc2sc3c(NCCCO)nc4ccccc4c3c(=O)c2c1
  111	99	99	89	115	112	99	117
76) O=C1C(C2SC(=S)N(C3CCCC3)C2=O)SC(=S)N1C1CCCC1 (centres undefined)
  103	101	105	95	97	106	101	105
77) COc1cc(-c2nn(-c3cccc(NC(=O)CN(C(C)C)C(C)C)c3)cc2-c2ccncc2)ccc1Cl
  107	105	106	110	100	103	103	109

Gathered by group: the compounds so far with an NH in an aromatic ring (8)
Values run as follows: UACC-257	SK-MEL-5	SK-MEL-2	UACC-62	MALME-3M	M14	MDA-MB-435	SK-MEL-28
5) COc1cc(-c2nc(-c3nc4ccc(Cl)cc4[nH]3)cc3c2[nH]c2ccccc23)cc(OC)c1OC
  100	.	62	34	93	72	76	100
20) Cc1ccc2nc(NC(=O)CSc3nc(-c4cccnc4)c(C#N)c(=O)[nH]3)sc2c1
  112	106	104	94	104	103	106	106
34) CSc1nc2nc(Cl)c(Cl)nc2[nH]1
  96	94	109	93	91	105	104	107
35) C=C(C)CSc1ncnc2nc[nH]c12
  .	104	100	111	93	79	90	141
38) N#C/C(=C\n1ccc(=O)[nH]c1=S)c1nc2ccccc2s1
  105	102	100	100	.	97	102	104
44) COc1cccc(-c2nc(-c3ccc(NS(=O)(=O)c4ccccc4)cc3)[nH]c2-c2ccnc(Br)c2)c1
  49	42	10	15	40	27	.	26
58) COc1cc(/C=C/C(=O)c2cccc(-n3cc(-c4ccccc4)[nH]c3=O)c2)ccc1O
  69	68	57	70	91	85	59	70
73) N#CCc1nn2c(CCC(=O)c3nc4ncccc4[nH]3)nnc2s1
  106	.	100	87	95	97	102	107

Screening data: PubChem BioAssay, NCI
